From PubChem BioAssay
ERK EGF inh – inhibitors of EGF-stimulated ERK signaling pathway; HEK293-V1b, EGF-stimulated phospho-ERK AlphaScreen; Potency, µM (top dose mostly 11.5 µM), without a hit: at the top dose activity change, negative = inhibition, usual class: inhibitors; hit rate 0.41% among 130,000; AID 1454; active = well fitted inhibition curve with a large enough effect; inconclusive = small, poorly fitted or top-dose-only effect, or effect the other way;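 note: plate controls were stimulated vehicle wells for no effect and unstimulated vehicle basal for full effect; nearly all actives have a fitted effect of over 55% in size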
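Phospho-ERK1/2 measured by AlphaScreen (SureFire) after 5 min 25 nM EGF stimulation of V1b-expressing HEK293 cells preincubated 30 min at 37C with titrated compounds; data scaled to DMSO and EGF controls, Hill-fitted AC50.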
* = called active by the depositor; [ ] = another dose, or the depositor's remark. Potency is the fitted concentration of half-maximal effect.

Cc1ccc(CNC(=O)CCCCCNc2nc(=S)[nH]c3ccccc23)cc1 was read as ERK EGF inh -2.5%.
For O=C(CCc1ccccc1)NNC(=O)c1ccc(Br)cc1 the results were ERK EGF inh -8.8%.
Screening CCN(CC)c1ccc(C(=O)N2CCN(Cc3ccccc3)CC2)cc1 returned ERK EGF inh 12.4%.
`Cc1nn(CC(=O)Nc2ccc3c(c2)nc2n3CCN(C3CCCCC3)C2)c(=O)c2ccccc12` gave ERK EGF inh 7.8%.
Screening COc1ccc(CNC(=O)C2CCCN2C)cc1OC (configuration not stated) returned ERK EGF inh -3.2%[57.5 µM].
Screening COCC(=O)O[C@]1(CCN(C)CCCc2nc3ccccc3[nH]2)CCc2cc(F)ccc2[C@@H]1C(C)C returned ERK EGF inh 9.8%.
Screening CCOC(=O)CSc1nnc(NC(=O)c2cccc([N+](=O)[O-])c2C)s1 returned ERK EGF inh inconclusive.
Screening COc1ccc(Nc2sc(C(=O)Nc3cccc(Cl)c3)c(N)c2C(=O)Nc2ccccc2OC)cc1 returned ERK EGF inh -7.5%.
`COc1ccc2oc(=O)c(-c3csc(Nc4cccc(O)c4)n3)cc2c1` gave ERK EGF inh -0.7%.
`CCCCC1=CC2=C(OC(C)=O)C(=O)C(C)(OC(=O)CCC(=O)OC)C(=O)C2=CO1` (configuration not stated) gave ERK EGF inh -0.7%.
`NCCCCNCCCN` gave ERK EGF inh 0.9%.
For CCN1CCCC1CNS(=O)(=O)c1cccc(C(F)(F)F)c1 (configuration not stated) the results were ERK EGF inh -0.3%.
Screening CC1CCCC(C)N1C(=C(Cl)Cl)C(=C1SCCS1)[N+](=O)[O-] (configuration not stated) returned ERK EGF inh inconclusive.
For O=C(/C=C/c1ccc(F)cc1)NC(=S)N1CCOCC1 the results were ERK EGF inh -6.7%.
Screening COc1cc2c(cc1OC)C1Cc3ccc(OC)c(OC)c3C[N+]1([O-])CC2 (configuration not stated) returned ERK EGF inh -6.5%[57.5 µM].
`CC1Oc2ccccc2C=C1/C=N/NC(=O)c1ccncc1` (configuration not stated) gave ERK EGF inh -1.1%[57.5 µM].
C[C@@H](NC(=O)c1nc[nH]c1C(=O)N[C@@H](Cc1ccccc1)C(=O)OC(C)(C)C)c1ccccc1 was read as ERK EGF inh -3.3%[57.5 µM].
Screening CN1N=C(C(C)(C)C)CC1=O returned ERK EGF inh -8.8%[57.5 µM].
For O=S(=O)(c1ccccc1)N(CC(O)COc1ccccc1)c1ccccc1 (configuration not stated) the results were ERK EGF inh -3.2%[57.5 µM].
For CCOC(=O)/C(C#N)=C/c1cc2ccc(C)cc2nc1Cl the results were ERK EGF inh 5.8%.

The final five entries of the section before lead into the next:
`CC1Oc2ccccc2C=C1/C=N/NC(=O)c1ccncc1` (configuration not stated) gave ERK EGF inh -1.1%[57.5 µM].
C[C@@H](NC(=O)c1nc[nH]c1C(=O)N[C@@H](Cc1ccccc1)C(=O)OC(C)(C)C)c1ccccc1 was read as ERK EGF inh -3.3%[57.5 µM].
Screening CN1N=C(C(C)(C)C)CC1=O returned ERK EGF inh -8.8%[57.5 µM].
For O=S(=O)(c1ccccc1)N(CC(O)COc1ccccc1)c1ccccc1 (configuration not stated) the results were ERK EGF inh -3.2%[57.5 µM].
For CCOC(=O)/C(C#N)=C/c1cc2ccc(C)cc2nc1Cl the results were ERK EGF inh 5.8%.
For Cc1ccc(S(=O)(=O)N2CCOCC2)cc1NC(=O)COC(=O)c1ccccc1OCc1c(C)noc1C the results were ERK EGF inh -1.4%.
Screening COc1ccc(-c2nnnn2-c2ccc(F)cc2F)cc1 returned ERK EGF inh -0.3%.
`Cc1cc(C(=O)N/N=C/c2ccccc2[N+](=O)[O-])c(C)o1` gave ERK EGF inh -7.7%.
`O=C(Nc1ccccc1)c1ccc(CN2CCc3ccccc3C2)cc1` gave ERK EGF inh -0.1%.
Fc1ccc(-c2noc(-c3ccc4c(c3)CCO4)n2)cc1 was read as ERK EGF inh -2.7%[57.5 µM].
CCC1(C)Cc2sc3c(=O)[nH]c(=S)[nH]c3c2CO1 (configuration not stated) was read as ERK EGF inh -2.8%.
Screening O=C(COc1ccc(Cl)cc1)OCC(=O)N1CCCc2ccccc21 returned ERK EGF inh 0.3%.
For COc1cccc2cc(-c3ccnc(=S)[nH]3)oc12 the results were ERK EGF inh 0.4%.
For CCOC(=O)c1c(C)[nH]c(=S)c(C#N)c1-c1ccc(Cl)cc1 the results were ERK EGF inh -2.6%.
CCN1CCN(C(=O)c2ccc(N3CC4CC(C3)c3cccc(=O)n3C4)c([N+](=O)[O-])c2)CC1 (configuration not stated) was read as ERK EGF inh -1.6%.
`COc1cc(/C(C)=N/NC(=O)CSc2nnc(C)s2)ccc1O` gave ERK EGF inh -1.6%[57.5 µM].
COc1cc(CC(NC(C)=O)C(=O)NC2CCN(c3c4c(nc5ncnn35)CCC4)CC2)cc(OC)c1 (configuration not stated) was read as ERK EGF inh 8.2%.
O=C(CNS(=O)(=O)c1ccccc1)Nc1cccc([N+](=O)[O-])c1 was read as ERK EGF inh -0.2%.
For O=C(N/N=C/c1ccncc1)c1cc([N+](=O)[O-])cc([N+](=O)[O-])c1 the results were ERK EGF inh 4.9%.
Screening COc1cc2nc(CN(C)Cc3ccc(C(C)(C)C)cc3)[nH]c(=O)c2cc1OC returned ERK EGF inh -2.3%.
Cc1cc2c(cc1C)[n+](C)cn2CC(O)COCC1CC=CCC1 (configuration not stated) was read as ERK EGF inh 2.0%.
`CC1=NN(c2ccc(Cl)cc2)C(=O)C1C(c1cccc(O)c1)c1c(C)[nH]n(-c2ccc(Cl)cc2)c1=O` (configuration not stated) gave ERK EGF inh 10.6%.
For C[C@H](NC(=O)OC(C)(C)C)C(=O)N/N=C/c1cccc2nccnc12 the results were ERK EGF inh 3.4%[57.5 µM].
`COc1cc(/C=C2\C(=N)N3N=CSC3=NC2=O)cc(Br)c1OC(=O)c1ccco1` gave ERK EGF inh 7.2%.
Screening O=C(CCn1c(=O)oc2ccccc21)N1CCCCCC1 returned ERK EGF inh 8.0%.
COc1ccccc1N1CCN(C(=O)C2CCN(S(=O)(=O)c3ccc(C)cc3)CC2)CC1 was read as ERK EGF inh -3.9%.
CCCCN1C=CC(=C2C(=O)c3ccccc3C2=O)C=C1 was read as ERK EGF inh -15.5%.
`CC1Cc2cc(/C=C3/SC(=S)NC3=O)ccc2O1` (configuration not stated) gave ERK EGF inh -15.9%[57.5 µM].
`O=c1c(-c2cccs2)nc2cnc(Oc3cccc(Cl)c3)nc2n1C[C@H]1CCCO1` gave ERK EGF inh inconclusive.
For COc1ccc(OCC2CNC(=O)O2)cc1 (configuration not stated) the results were ERK EGF inh -10.9%.
For Cc1ccsc1/C=N/n1c(-c2ccccn2)n[nH]c1=S the results were ERK EGF inh 6.5%.
COC(=O)C(NC(=O)c1c(C)nn(C)c1Cl)c1ccccc1 (configuration not stated) was read as ERK EGF inh 4.1%.
Screening COc1ccccc1CCc1nnc(CCC(=O)NCCCOc2cccnc2)o1 returned ERK EGF inh -5.0%[57.5 µM].
CCc1sc(NC(=O)c2cc3ccccc3oc2=O)nc1-c1cccs1 was read as ERK EGF inh 1.1%.
Screening COc1ccccc1/C=C/CN1CCN(Cc2ccc(C)o2)C(CCO)C1 (configuration not stated) returned ERK EGF inh -9.5%[57.5 µM].
CCCCN(CC)CCCNC(=S)Nc1ccc2nc(N3CCN(CC)CC3)cc(C)c2c1 was read as ERK EGF inh -5.6%.
For CC1(C)CC(=O)C=C(NCCN2CCN(C(=S)Nc3ccccc3)CC2)C1 the results were ERK EGF inh 9.9%[57.5 µM].
Screening CC(=O)N(CCC(c1ccco1)C(C)C)Cc1ccc(Cl)cc1 (configuration not stated) returned ERK EGF inh -3.4%[57.5 µM].
`Cc1ccc(/C=C(\NC(=O)c2ccccc2)C(=O)NCCc2ccccn2)o1` gave ERK EGF inh 5.7%.
Screening Cc1ccccc1N/C(SCc1ccc(Cl)cc1)=C(/C#N)C(N)=O returned ERK EGF inh -6.6%.
`COc1ccc(-c2noc(-c3ccc(Cl)cc3[N+](=O)[O-])n2)cc1OC` gave ERK EGF inh 9.4%.
Screening COc1ccccc1-c1ccc(SCc2cccc(C)c2)nn1 returned ERK EGF inh 4.9%.
`Cc1nc(CSc2n[nH]c(=O)n2-c2ccccc2)cs1` gave ERK EGF inh -9.1%[57.5 µM].
Screening CCC(=O)Nc1sc(Cc2ccc3c(c2)OCO3)c(C)c1C(N)=O returned ERK EGF inh 10.0%[57.5 µM].
For Cc1ccc(S(=O)(=O)NCCSc2ccccc2)cc1[N+](=O)[O-] the results were ERK EGF inh -2.6%.

The final four records of the section above open the next one:
Screening COc1ccccc1-c1ccc(SCc2cccc(C)c2)nn1 returned ERK EGF inh 4.9%.
`Cc1nc(CSc2n[nH]c(=O)n2-c2ccccc2)cs1` gave ERK EGF inh -9.1%[57.5 µM].
Screening CCC(=O)Nc1sc(Cc2ccc3c(c2)OCO3)c(C)c1C(N)=O returned ERK EGF inh 10.0%[57.5 µM].
For Cc1ccc(S(=O)(=O)NCCSc2ccccc2)cc1[N+](=O)[O-] the results were ERK EGF inh -2.6%.
COc1cccc(NC(=S)Nc2ccc(O)cc2)c1 was read as ERK EGF inh -12.1%[57.5 µM].
For O=C1CCN(S(=O)(=O)c2ccccc2)CCN1CCOCc1ccc(C(F)(F)F)cc1 the results were ERK EGF inh -18.8%[57.5 µM].
c1ccc(C2CC(c3cccs3)Nc3nnnn32)cc1 (configuration not stated) was read as ERK EGF inh -0.4%.
For CC(C)c1ccc(/C=N/NC(=O)C(=O)NCCCN2CCOCC2)cc1 the results were ERK EGF inh -6.3%.
CC(C)CNC(=O)C1CCN(c2ccc(S(=O)(=O)N3CCOCC3)cc2[N+](=O)[O-])CC1 was read as ERK EGF inh -4.8%[57.5 µM].
For CCCn1c(=O)[nH]c(=O)c2c(C(=O)OCC)cc(-c3cccs3)nc21 the results were ERK EGF inh 8.5%.
Screening Cc1ccc(C(=O)O/N=C(\N)c2cccnc2)cc1[N+](=O)[O-] returned ERK EGF inh 1.0%.
Screening CCN(CC)c1ccc(/C=N/NC(=O)CCC(=O)NCc2ccccc2)c(O)c1 returned ERK EGF inh 4.6%.
NC(=O)NC(=O)CSc1ccccc1 was read as ERK EGF inh -0.8%.
`CN(C)N1C(N)=C(C#N)C(c2ccsc2)C2=C1CC(C)(C)CC2=O` (configuration not stated) gave ERK EGF inh -6.3%.
`CN1CCc2c1nc1ccccc1c2N=C1CCCN1Cc1ccccc1` gave ERK EGF inh 4.3%.
`CC(=O)N1N=C(c2ccc(C)o2)CC1c1cccc(F)c1` (configuration not stated) gave ERK EGF inh -7.4%.
`CCc1ccc(/C=C2\Oc3c(ccc(O)c3CN3CCN(CCO)CC3)C2=O)cc1` gave ERK EGF inh -2.5%[57.5 µM].
Cn1cnnc1Sc1nc([N+](=O)[O-])nn1C was read as ERK EGF inh -1.9%.
Screening COc1ccc(-c2nn(-c3ccccc3)cc2CN(C)CCn2ccnc2C)c(F)c1 returned ERK EGF inh -1.2%[57.5 µM].
`O=C(Nc1ccc(Br)cc1)Nc1ccccc1F` gave ERK EGF inh 0.2%.
For COC(=O)Cc1[nH]n(-c2ccccc2)c(=O)c1C(C)=Nc1ccccc1 the results were ERK EGF inh -3.4%.
O=C(c1cccs1)N1CCN(Cc2cccc([N+](=O)[O-])c2)CC1 was read as ERK EGF inh -1.0%.
Screening Cc1cnc(NC(=O)CC2CCCC2)s1 returned ERK EGF inh 5.1%.
Screening COc1ccc(C)cc1NCc1cc(=O)oc2cc(-c3ccccc3)c(O)cc12 returned ERK EGF inh 4.8%.
For Cc1nc(C(C)N(C)Cc2c(C(=O)N3CCCCC3)nc3c(C)cccn23)c(C)s1 (configuration not stated) the results were ERK EGF inh -1.4%.
`CCN1CCCC1CNC(=O)C(=O)NC` (configuration not stated) gave ERK EGF inh 4.2%.
Screening CC(C)c1ccc(NC(=O)c2cccc(Br)c2)cc1 returned ERK EGF inh 10.8%.
Screening COCc1nnc(NC(=O)c2ccc(S(=O)(=O)N3CCCc4ccccc43)cc2)o1 returned ERK EGF inh -1.9%.
`Cc1ccc(NC(=O)COC(=O)CCc2nc3ccccc3c(=O)[nH]2)c(Br)c1` gave ERK EGF inh -0.2%.
`O=C1Nc2ccc(Cl)cc2C(=O)C1(F)c1ccccc1` (configuration not stated) gave ERK EGF inh 3.5%[57.5 µM].
For O=C(Nc1ccc(Cl)c([N+](=O)[O-])c1)Nc1nc2ccccc2s1 the results were ERK EGF inh -2.7%[57.5 µM].
`CCOP(=O)(OCC)c1nc(-c2ccc(Cl)cc2)oc1NCc1ccccc1` gave ERK EGF inh 1.0%.
`CCOc1ccc(N2C(=O)C3ON(C)C(c4ccc([N+](=O)[O-])cc4)C3C2=O)cc1` (configuration not stated) gave ERK EGF inh -12.4%[57.5 µM].
`N#CCSc1n[nH]c2nc3c(c(=O)n12)C1(CCCCC1)Cc1ccccc1-3` gave ERK EGF inh -2.2%[57.5 µM].
CC(C)(C)[C@@H]1C=C(C(=O)Nc2ccccc2)O[C@H](OCc2ccc(CO)cc2)C1 was read as ERK EGF inh -2.1%[57.5 µM].
For CC(=O)N1N=C(N)SC12CCCC2 the results were ERK EGF inh -6.9%.
For CC1CN(C2=NC(=O)/C(=C/c3ccncc3)S2)CC(C)O1 (configuration not stated) the results were ERK EGF inh -12.0%[57.5 µM].
For C[n+]1ccc(/C=C/c2ccccc2O)c2ccccc21 the results were ERK EGF inh inconclusive.
`COc1ccc(-n2nc([N+](=O)[O-])c(=NC3CCN(Cc4ccccc4)CC3)n2O)cc1` gave ERK EGF inh inconclusive.
Screening Nc1nc2cc(S(=O)(=O)NC3=NCCCCC3)ccc2s1 returned ERK EGF inh -9.6%[57.5 µM].
Cc1cc(=O)oc2c(CN(C)Cc3ccccc3)c(O)ccc12 was read as ERK EGF inh 5.6%[57.5 µM].

Not all compounds are listed (hit frequency here may not be typical).
